ALDH1A1 block – blocks purified human ALDH1A1 activity | P00352 | Purified ALDH1A1, NADH fluorescence, propionaldehyde substrate | Potency, µM (top dose mostly 75.3 µM), for inactives: at the highest dose activity, negative = inhibition, actives largely listed as inhibitors | actives 7.3% (n = 220,000); active = well fitted inhibition curve with a large enough effect, not every such curve was filed as active; inconclusive = small, poorly fitted or top-dose-only effect, or another doubt; inactive = no such curve, though single readings can be large or run the other way;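 note: plate controls were no enzyme wells and a reference inhibitor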
L3MBTL1 inh – blocks human L3MBTL1. AlphaScreen L3MBTL1–H3K9me1 peptide binding. Potency, µM (series often up to 57.1 µM), without a hit: at the top dose activity, negative = inhibition, hits mostly inhibitors. Q9Y468. actives 0.66% (n = 230,000); note: nearly all actives have a fitted effect of over 60% in size
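L3MBTL1 50 nM + b-AHA-H3(1-15)K9me1 75 nM, 30 min RT; compound added, 30 min RT; streptavidin donor/Ni-chelate acceptor beads 10 ug/mL each final, 30 min RT dark; AlphaScreen read.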
TRb-SRC2 inh – disrupts binding of human TR beta to SRC2; P10828; TRbeta-SRC2 peptide binding, fluorescence polarization; receptor liganded with 1 µM T3; Potency, µM (doses to about 106 µM), for inactives: top-dose activity change, negative = inhibition, most hits filed as inhibitors; actives 0.065% (n = 280,000); AID 1469;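 note: plate controls were bound peptide for no effect and peptide without receptor for full effect; nearly all actives have a fitted effect of over 50% in size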
Target sequence (P10828 whole entry, looked up): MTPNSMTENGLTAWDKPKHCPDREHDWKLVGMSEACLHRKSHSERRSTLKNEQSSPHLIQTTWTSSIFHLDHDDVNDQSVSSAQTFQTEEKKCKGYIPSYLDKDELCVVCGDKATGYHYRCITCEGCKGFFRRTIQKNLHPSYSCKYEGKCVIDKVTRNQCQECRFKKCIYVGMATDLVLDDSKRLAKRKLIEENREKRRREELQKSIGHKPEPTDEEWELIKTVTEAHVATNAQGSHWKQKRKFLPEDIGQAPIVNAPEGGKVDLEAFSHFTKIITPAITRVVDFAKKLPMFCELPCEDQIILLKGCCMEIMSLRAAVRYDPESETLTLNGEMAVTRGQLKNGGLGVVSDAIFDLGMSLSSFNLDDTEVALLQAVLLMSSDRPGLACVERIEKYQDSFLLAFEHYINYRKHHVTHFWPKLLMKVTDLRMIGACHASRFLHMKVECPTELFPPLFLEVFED
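Compounds were added to 0.6 uM TRb ligand-binding domain and 20 nM Texas Red-labeled SRC2 peptide in Tris buffer containing 1 uM T3, incubated 5 hr at ambient temperature, then read by fluorescence polarization.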
Tau fluor cs – counter-screen for tau fibril formation inhibitors; tau K18 P301L Alexa594 fluorescence, heparin fibrillization; Potency, µM (highest dose often 57.7 µM), inactives show at the top dose activity change, negative = decrease; actives 0.93% (n = 280,000); AID 1463; note: nearly all actives have a fitted effect of over 55% in size
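Human K18 P301L tau (15 uM unlabeled plus 0.24 uM Alexa 594-labeled, final) in 100 mM sodium acetate pH 7 was mixed with compound and 20 uM heparin and incubated 6 hr at 37 C.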
Tau FP inhib – inhibitors of human tau fibril formation; P10636; Potency, µM (top dose mostly 57.7 µM), for the others: top-dose activity, negative = inhibition, hits mostly inhibitors; actives 0.39% (n = 280,000); K18 P301L tau heparin fibrillization, Alexa594 FP, 6 h; note: nearly all actives have a fitted effect of over 55% in size
Target sequence (P10636 561-689 P618L limits assumed): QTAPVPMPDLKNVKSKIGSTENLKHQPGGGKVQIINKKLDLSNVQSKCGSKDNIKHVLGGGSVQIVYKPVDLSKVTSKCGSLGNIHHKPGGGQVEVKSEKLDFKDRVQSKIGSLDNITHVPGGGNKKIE
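Read-out: fluorescence polarization of Alexa 594-labeled tau (0.24 uM), 555 nm excitation, 632 nm emission. Mixtures held 15 uM unlabeled K18 P301L, compound and 20 uM heparin, pH 7 acetate buffer, incubated 6 hr at 37 C.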
TexasRed fluor – counter-screen for TRb-SRC2 inhibitors: fluorescence interference; actives 0.29% (n = 280,000); AID 1479; TRb/SRC2 Texas Red total fluorescence interference; Potency, µM (highest dose often 106 µM), without a hit: at the top dose fluorescence change, negative = quenching; active = well fitted curve in either direction with a large enough effect; inconclusive = small, poorly fitted or top-dose-only effect
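Flags fluorescent or light-absorbing compounds by total fluorescence, S + 2P, at 555 nm excitation and 632 nm emission. Mixture: 20 nM Texas Red SRC2 peptide, 0.6 uM human TRb LBD, 1 uM T3, 5% DMSO; compound exposure 5 h at ambient temperature.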
Tau fibril ThT – blocks human tau fibril formation measured by thioflavin T; P10636; recombinant tau K18 P301L (four-repeat tau fragment), heparin-induced fibrillization, ThT fluorescence; Potency, µM (titrated, usually from 57.4 µM), inactives show top-dose activity, negative = inhibition, most hits filed as inhibitors; actives 2.1% (n = 270,000); AID 1460; note: nearly all actives have a fitted effect of over 55% in size
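K18 P301L tau (15 uM + 0.24 uM Alexa 594-tagged), heparin 20 uM, NaOAc pH 7, 6 h 37 C; ThT 30 uM, 1 h RT, ex 450/em 510 nm.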
GLA spleen mod – inhibits or activates alpha-galactosidase in human spleen homogenate; actives 0.008% (n = 240,000); human spleen homogenate, 4MU-alpha-Gal fluorescence, 40 min; P06280; Potency, µM (doses to about 80 µM), inactives show at the highest dose activity change, negative = inhibition, hits mostly inhibitors; AID 2107;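 note: 0% = enzyme with vehicle and -100% = no enzyme basal signal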
Target sequence (P06280 32-429 limits assumed): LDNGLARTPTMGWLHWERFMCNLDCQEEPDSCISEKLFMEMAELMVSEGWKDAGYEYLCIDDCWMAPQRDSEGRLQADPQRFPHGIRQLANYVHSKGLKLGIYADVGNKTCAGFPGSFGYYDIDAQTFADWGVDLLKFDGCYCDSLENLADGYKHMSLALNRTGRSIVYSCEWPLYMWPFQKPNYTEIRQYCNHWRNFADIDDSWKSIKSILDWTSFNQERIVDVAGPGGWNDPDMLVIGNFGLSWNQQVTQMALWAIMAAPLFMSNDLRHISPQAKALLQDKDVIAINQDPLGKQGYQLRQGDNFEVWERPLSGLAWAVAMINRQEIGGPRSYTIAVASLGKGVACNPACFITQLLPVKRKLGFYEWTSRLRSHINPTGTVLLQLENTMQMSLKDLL
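Human spleen homogenate (1 ug) as enzyme source, 4-methylumbelliferyl-alpha-D-galactopyranoside 1 mM final, citrate/phosphate pH 5.0 with 0.01% Tween-20. Compounds 40 min at 37C, NaOH/glycine stop; fluorescence Ex 365/Em 440, Hill-fit AC50.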
An asterisk follows results filed as active; ? = inconclusive; . = no result given; [ ] = dose if it differs, or a comment. Unless noted, calls come from the whole dose curve; as a rule, active = well fitted curve in the direction sought with a large enough effect; inconclusive = small, poorly fitted or top-dose-only effect, or another doubt; inactive = no such curve, though single readings can be large; an effect the other way counts as inactive or inconclusive. Unless noted, % is set by controls: 0 for no effect and ±100 for the full control effect; potency is the fitted concentration of half-maximal effect.

Sample of the layout, 4 compounds:
smiles,ALDH1A1 block,L3MBTL1 inh,TRb-SRC2 inh,Tau fluor cs,Tau FP inhib,TexasRed fluor,Tau fibril ThT,GLA spleen mod
O=[N+]([O-])c1ccc(NC(=S)NCCc2ccc(Cl)cc2)cc1,?,-22.0%,-5.5%,7.94µM*[quencher],12.6µM*,-2.6%,?,2.4%
CNc1ccc(Br)cc(C(=O)/C=C/c2cccc(Cl)c2Cl)c1=O,?,?,3.1%,?,?,-7.0%,7.08µM*,-1.3%
COC(=O)CSc1nc2nc(C)cc(C)n2n1,-11.3%,-5.0%,-3.2%,1.1%,4.0%,-1.0%,-9.6%,-6.3%
Cc1ccsc1C(=O)N/N=C/c1ccc([N+](=O)[O-])cc1,10.5%,-0.9%,-5.6%,-13.9%,-1.4%,-2.1%,?,11.2%

The listing, repeating the preview:
smiles,ALDH1A1 block,L3MBTL1 inh,TRb-SRC2 inh,Tau fluor cs,Tau FP inhib,TexasRed fluor,Tau fibril ThT,GLA spleen mod
O=[N+]([O-])c1ccc(NC(=S)NCCc2ccc(Cl)cc2)cc1,?,-22.0%,-5.5%,7.94µM*[quencher],12.6µM*,-2.6%,?,2.4%
CNc1ccc(Br)cc(C(=O)/C=C/c2cccc(Cl)c2Cl)c1=O,?,?,3.1%,?,?,-7.0%,7.08µM*,-1.3%
COC(=O)CSc1nc2nc(C)cc(C)n2n1,-11.3%,-5.0%,-3.2%,1.1%,4.0%,-1.0%,-9.6%,-6.3%
Cc1ccsc1C(=O)N/N=C/c1ccc([N+](=O)[O-])cc1,10.5%,-0.9%,-5.6%,-13.9%,-1.4%,-2.1%,?,11.2%
COCCNC(=O)C(c1cccnc1)N(Cc1ccccc1)C(=O)Cn1nnc2ccccc21 (centres undefined),7.5%,3.4%,-5.3%,3.0%,-2.1%,0.0%,0.5%,0.1%
COc1ccc(OC/C(O)=C(\C#N)c2nc3ccccc3[nH]2)cc1,12.1%,-0.8%,-14.0%,-9.3%,-3.1%,0.6%,-19.3%,1.7%
FC(F)(F)c1cccc(NC(=S)NCc2ccc(Cl)cc2)c1,10.0%,.,2.4%,?,?,0.5%,5.3%,-1.9%
CCOC(=O)c1c(NC(=O)CSc2nnc(-c3cccnc3)o2)sc2c1CCC2,10.3%,2.4%,6.1%,2.9%,-1.9%,-8.9%,2.8%,11.2%
O=C(c1cc(COc2c(F)cccc2F)on1)N1CCSCC1,.,10.3%,2.5%,-0.9%,-9.7%,1.2%,-0.2%,-1.4%
Cc1nc(SCC(N)=O)c(C#N)c(C)c1C,.,.,-6.1%,-23.7%,-4.3%,-1.0%,.,-1.3%
Cc1ccc(NC(=O)COc2cccnc2[N+](=O)[O-])cc1S(=O)(=O)N1CCOCC1,-2.5%,.,0.2%,-22.0%,-5.6%,3.1%,-7.1%,-3.7%
Cc1cccc(-c2ncc(CN3CCN(CCC(C)C)C(CCO)C3)cn2)c1 (centres undefined),-2.8%,1.1%,-3.5%,-4.0%,-10.3%,-0.9%,1.4%,5.6%
COc1ccc(CN2CCN(C3CCOCC3)CC2CCO)c(C)c1C (centres undefined),2.1%,6.5%,2.9%,4.1%,1.6%,-0.6%,-0.8%,-4.4%
O=C(COC(=O)c1cc(S(=O)(=O)Nc2ccccc2Cl)ccc1O)Nc1nc2ccccc2s1,-8.6%,8.6%,4.2%,?,?,-0.8%,8.0%,3.3%
COc1ccc(-c2noc(CSc3nnc(Cc4ccccc4)n3-c3ccc(Cl)cc3)n2)cc1,?,.,0.5%,-23.8%,11.9%,-1.1%,?,5.7%
CN(C)C(=O)c1ccc(OCC(F)(F)F)nc1,6.1%,6.3%,1.8%,-1.0%,-0.3%,0.3%,2.4%,5.9%
CSc1cccc(NC(=O)C2CCCN(S(=O)(=O)c3ccc(F)cc3)C2)c1 (centres undefined),?,-8.7%,-9.1%,?,-3.5%,-1.9%,-3.5%,0.6%
COc1ccc(Oc2nnc(C)c3ccccc23)cc1,-6.7%,.,1.4%,-7.5%,-4.7%,0.7%,-20.4%,-2.9%
CCOC(=O)c1cccc(NC(=O)CSc2nc(N)cc(N)n2)c1,3.3%,6.2%,7.8%,1.4%,-6.3%,0.5%,-2.1%,-2.6%
COc1cccc(OC(=O)CSc2nnc(-c3cccs3)o2)c1,.,.,9.1%,-4.8%,-7.0%,0.3%,-14.8%,.
CC1CCc2c(sc(NC(=O)c3cc(-c4ccc(Br)cc4)on3)c2C(N)=O)C1 (centres undefined),.,.,-0.5%,-7.3%,6.5%,-7.6%,?,.
O=C1CN(C(=O)COC(=O)CNC(=O)c2ccccc2)c2ccccc2N1,4.8%,2.5%,-1.9%,4.2%,5.7%,-1.4%,3.6%,1.3%
COC(=O)[C@@]1(Cc2ccc(F)cc2)[C@H]2c3cc(C(=O)N(C)C)n(CCc4ccc(O)c(O)c4)c3C[C@H]2CN1C(=O)c1ccccc1,-8.5%,.,6.5%,-24.7%,-6.1%,-1.7%,?,0.2%
COc1ccc(C=O)cc1COc1ccc(C)cc1[N+](=O)[O-],10µM*,-18.8%,5.1%,-1.5%,2.5%,1.5%,-0.4%,-23.1%
Cn1c(=O)oc2cc(C(=O)c3ccccc3)ccc21,?,0.8%,-1.7%,-5.5%,-9.4%,-0.3%,0.3%,0.6%
CCN1CCN(c2cc(C)c3cc(NC(=S)N4CC(C)CC(C)C4)ccc3n2)CC1 (centres undefined),?,.,6.3%,?,9.1%,-4.0%,?,8.3%
Cc1cc(C)c2c(=O)[nH]n(C3CCCCCC3)c2n1,16.1%,6.5%,-11.0%,-5.7%,6.9%,-1.8%,-4.8%,-0.4%
Cc1ccc2nc(-c3cccc(NC(=O)CSc4ccc(Cl)cc4)c3)oc2c1,.,.,5.9%,?,?,4.3%,4.1%,.
O=C(Nc1cc(S(=O)(=O)N2CCOCC2)ccc1N1CCOCC1)c1cnccn1,13.6%,5.8%,-1.7%,-1.9%,-0.4%,1.8%,2.9%,4.7%
COC(=O)c1cc(C)sc1NC(=S)N1CCN(CCc2ccccc2)CC1,14.1µM*,-10.0%,-12.1%,-22.7%,-4.3%,-2.3%,?,-0.5%
COC(=O)c1ccc(N2C(=O)Cc3cc(OC)c(OC)cc3C2c2ccc(F)cc2)cc1 (centres undefined),.,.,-3.7%,-8.7%,6.8%,-16.3%,-11.5%,.
COc1ccc(C(=O)Nc2c(C)csc2C(=O)O)cc1,?,1.0%,-2.2%,-1.7%,0.2%,-0.3%,-6.0%,9.2%
CC(C)CCc1noc(CN(CC2CCC2)CC2CCCO2)n1 (centres undefined),.,12.5%,2.3%,-11.1%,-4.5%,-0.8%,-6.5%,1.1%
O=C(CC1C(=O)NCCN1Cc1cccc(Oc2ccccc2)c1)NCC1CCOCC1 (centres undefined),?,-1.6%,0.4%,7.9%,-8.1%,-0.1%,-9.9%,-19.1%
COc1cc(SC)ccc1C(=O)NCCCOC(C)C,3.9%,.,-1.3%,-4.0%,1.3%,-5.1%,-1.8%,1.3%
C/C=C/c1c(F)c(F)c(Oc2ccc(C(=O)O)cc2)c(F)c1F,13.6%,.,-3.8%,-6.4%,1.0%,-1.2%,-7.1%,-2.8%
CC(C)CN(C(=O)c1cc2ccccc2o1)c1c(N)n(CC(C)C)c(=O)[nH]c1=O,-4.9%,?,1.5%,-4.5%,0.9%,4.3%,-3.9%,5.8%
CCOc1ccc2c(c1)N(C(=O)CN1C(=O)CCC1=O)C(C)(C)C=C2C,4.8%,1.6%,-17.3%,-4.0%,1.8%,-1.0%,-5.9%,-7.3%
O=C(Nc1nnc(C(F)(F)F)s1)c1cccnc1,4.0%,33.8%[activator],-13.2%,-3.9%,1.8%,0.9%,5.1%,-2.5%
Oc1cccc(C2c3[nH]c4ccccc4c3CCN2Cc2ccc3c(c2)CCO3)c1 (centres undefined),-2.3%,?,12.3%,?,3.5%,-3.1%,?,-5.0%
COc1cc(C(=O)Nc2ccccc2N2CCOCC2)ccc1OCc1c(C)noc1C,?,-9.4%,1.9%,-4.3%,9.7%,-8.9%,-7.7%,-2.1%
O=C(N/N=C\c1cc(Br)c(Br)o1)C1COc2ccccc2O1 (centres undefined),17.8µM*,?,-6.4%,?,-9.3%,-5.5%,?,-10.1%
O=S(=O)(c1ccc(Cl)cc1)N1CCCN(c2ccc(C(F)(F)F)cn2)CC1,.,31.7%[activator],-3.7%,-19.6%,2.7%,-0.3%,-4.0%,4.0%
CCOC(=O)c1c(NC(=O)CN2CCCCC2)sc2c1CCC(C=O)=C2Cl,2.3%,-2.3%,2.8%,-6.0%,4.8%,-1.9%,-14.8%,-8.1%
CCOC(=O)c1nc(N)c(=O)n(-c2ccccc2)n1,-2.8%,-2.1%,2.4%,2.8%,-3.1%,-2.1%,-8.8%,3.5%
CC(C)(C)c1cc(Cc2ccccc2)[nH]n1,3.3%,.,0.7%,-3.4%,-8.5%,0.4%,-1.3%,4.5%
COC(=O)c1cc2sc(Cl)cc2n1CC(=O)Nc1cccc(SC)c1,0.5%,-3.3%,0.6%,-26.4%,-2.7%,-4.3%,5.7%,-1.2%
CCCCCCSc1nc2c(c(=O)[nH]c(=O)n2C)n1C,-8.4%,.,-4.1%,-1.7%,6.8%,2.9%,-12.9%,10.7%
O=S(=O)(c1ccccc1)N1CN(Cc2ccc(F)cc2)c2nc3ccccc3nc21,.,-10.4%,-0.5%,?,-18.9%,1.9%,-9.0%,-1.5%
Cc1ccc(NC(=O)Nc2cccc(C)n2)cc1,.,.,-1.5%,-9.7%,-5.8%,-7.8%,?,.
COC(=O)C1(S(=O)(=O)c2ccc(C)cc2)CCOCC1,1.0%,4.1%,-14.9%,3.7%,-0.7%,2.1%,-0.2%,-6.1%
CC(=O)C1=C(C)NC(=O)NC1/C=C/c1ccccc1 (centres undefined),8.2%,.,-0.9%,1.3%,-4.2%,-1.0%,-4.1%,4.8%
